p53 PUMA act: mutant p53 pathway reactivation | SW480 PUMA-promoter luciferase | activation, % at 9.98 µM | 28,000 compounds, 1.5% hits | AID 624151; in the data active means activation above about 52%
STK33 inh: inhibitors of human STK33 kinase; Q9BYT3; ADP-Glo luminescence, MBP substrate; inhibition, % at 12.5 µM; 27,000 compounds, 0.44% hits; in the data active means inhibition above about 20%
Target sequence (Q9BYT3 whole entry, looked up): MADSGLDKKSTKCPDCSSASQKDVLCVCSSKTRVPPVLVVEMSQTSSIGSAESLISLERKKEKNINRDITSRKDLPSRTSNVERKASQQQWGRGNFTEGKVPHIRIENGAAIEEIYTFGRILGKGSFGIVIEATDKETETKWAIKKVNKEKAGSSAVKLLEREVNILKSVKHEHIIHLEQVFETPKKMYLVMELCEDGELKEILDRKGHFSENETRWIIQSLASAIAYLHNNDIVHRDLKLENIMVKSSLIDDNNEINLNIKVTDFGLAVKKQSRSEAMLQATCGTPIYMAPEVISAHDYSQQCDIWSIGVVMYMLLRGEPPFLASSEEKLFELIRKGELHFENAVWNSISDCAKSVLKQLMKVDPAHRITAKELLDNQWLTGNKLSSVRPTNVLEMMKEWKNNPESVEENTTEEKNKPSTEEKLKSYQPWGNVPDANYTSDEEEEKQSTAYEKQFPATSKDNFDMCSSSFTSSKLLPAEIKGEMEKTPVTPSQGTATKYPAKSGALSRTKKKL
The depositor's hits bear a star; . = no result given. Some of the compounds tested; the hit share may differ from the screen's.

canonical_smiles | p53 PUMA act | STK33 inh
Cc1noc(C)c1S(=O)(=O)Nc1ccc2c(c1)C(=O)N([C@@H](C)CO)C[C@@H](C)[C@H](CN(C)C(=O)Cc1ccccc1)OCCCC[C@@H](C)O2 | -3 | .
O=C(COc1ccccc1)Nc1ccc2oc(-c3ccc(Cl)cc3Cl)nc2c1 | 0 | -1
COc1ccc(S(=O)(=O)N(C)C[C@@H]2Oc3ccc(NS(=O)(=O)c4cccs4)cc3C(=O)N([C@@H](C)CO)C[C@H]2C)cc1 | -1 | .
C[C@H](CO)N1C[C@H](C)[C@@H](CN(C)CC2CC2)Oc2ccc(NS(=O)(=O)c3cn(C)cn3)cc2CC1=O | 9 | .
C[C@H]1CN([C@@H](C)CO)C(=O)CCCn2nncc2CO[C@H]1CN(C)C(=O)OCc1ccccc1 | . | 4
C[C@@H]1CN([C@@H](C)CO)C(=O)c2cccc(N(C)C)c2O[C@H]1CN(C)S(=O)(=O)c1ccc(Cl)cc1 | -7 | .
CCC(=O)N1CCc2cc(S(=O)(=O)NC(CC(C)C)C(=O)NC3CCCC3)ccc21 (configuration not stated) | -13 | .
COc1ccc(CN(C)C[C@H]2Oc3ccc(NC(=O)C4CC4)cc3CC(=O)N([C@H](C)CO)C[C@@H]2C)cc1 | 1 | .
COc1ccc(NC(=O)N(C)C[C@@H]2Oc3c(cccc3N(C)C)C(=O)N([C@@H](C)CO)C[C@@H]2C)cc1 | 8 | .
COc1ccc(NC(=O)Nc2ccc3c(c2)CC(=O)N([C@@H](C)CO)C[C@@H](C)[C@H](CN(C)S(=O)(=O)c2ccc(C)cc2)O3)cc1 | -5 | .
Cc1ccc(N(CC(=O)O)S(C)(=O)=O)cc1C | 8 | -1
COc1ccc(NC(=O)Nc2ccc3c(c2)C(=O)N([C@@H](C)CO)C[C@@H](C)[C@H](CN(C)C(=O)Nc2ccc(C(F)(F)F)cc2)O3)cc1 | . | 0
COc1ccc(CCNC(=O)c2cc(-c3cccnc3)nc3c(Cl)cccc23)cc1OC | 9 | 0
O=C(CSC1CC(=O)N(c2ccc(F)cc2)C1=O)Nc1ccc(Br)cc1 (configuration not stated) | 2 | 5
Cc1cc(=O)[nH]c(SCCCOc2cccc(Br)c2)n1 | . | 0
COC(=O)c1ccccc1NC(=O)COc1ccc(I)cc1 | 23 | 2
COc1ccc2ccc(=O)oc2c1CC=C(C)C | . | -1
C[C@@H]1CN([C@H](C)CO)C(=O)Cc2cc(NC(=O)Cc3cn(C)c4ccccc34)ccc2O[C@H]1CN(C)C(=O)Nc1ccc(F)cc1 | . | -1
CC(C)(C)NC(=O)CSc1nnc(-c2ccccc2Cl)n1-c1ccccc1 | 6 | 0
COc1cc(-c2c(C)cc(O)cc2O[C@@H]2O[C@H](CO)[C@@H](O)[C@H](O)[C@H]2O)oc(=O)c1 | 21 | 1

Continued, overlapping the part above by six compounds.
canonical_smiles | p53 PUMA act | STK33 inh
Cc1cc(=O)[nH]c(SCCCOc2cccc(Br)c2)n1 | . | 0
COC(=O)c1ccccc1NC(=O)COc1ccc(I)cc1 | 23 | 2
COc1ccc2ccc(=O)oc2c1CC=C(C)C | . | -1
C[C@@H]1CN([C@H](C)CO)C(=O)Cc2cc(NC(=O)Cc3cn(C)c4ccccc34)ccc2O[C@H]1CN(C)C(=O)Nc1ccc(F)cc1 | . | -1
CC(C)(C)NC(=O)CSc1nnc(-c2ccccc2Cl)n1-c1ccccc1 | 6 | 0
COc1cc(-c2c(C)cc(O)cc2O[C@@H]2O[C@H](CO)[C@@H](O)[C@H](O)[C@H]2O)oc(=O)c1 | 21 | 1
O=C(CCCN1CCC(O)(c2ccc(Br)cc2)CC1)c1ccc(F)cc1 | -2 | 2
COc1ccc(S(=O)(=O)N(C)C[C@@H]2Oc3ccc(NC(=O)Cn4cnnn4)cc3CC(=O)N([C@@H](C)CO)C[C@@H]2C)cc1 | . | -2
CC(C)NC(=O)N(C)C[C@@H]1OCCCC[C@H](C)Oc2ccc(NC(=O)Nc3ccc4c(c3)OCO4)cc2C(=O)N([C@@H](C)CO)C[C@H]1C | -10 | .
C[C@H]1CN([C@@H](C)CO)C(=O)c2cc(NS(C)(=O)=O)ccc2O[C@@H]1CN(C)S(C)(=O)=O | . | -1
Cc1cc(C(=O)Nc2cccc3c2O[C@@H](CN(C)C(=O)Nc2ccccc2)[C@@H](C)CN([C@H](C)CO)C3=O)n(C)n1 | 6 | .
C[C@H](CO)N1C[C@H](C)[C@H](CN(C)Cc2ccccc2)Oc2ncc(-c3cccc(F)c3)cc2C1=O | . | 2
Cc1c(Cl)c(C(F)(F)F)nn1CCCNC(=O)Nc1cccc([N+](=O)[O-])c1 | 19 | -3
C[C@@H]1CN([C@@H](C)CO)C(=O)Cc2cc(N(C)C)ccc2O[C@@H]1CN(C)S(=O)(=O)c1ccc(Cl)cc1 | . | -1
Cn1c(SCC(=O)Nc2cccc(O)c2)nnc1-c1ccco1 | 12 | -5
O=C(C[C@H]1C[C@@H]2c3cc(NC(=O)Nc4ccccc4F)ccc3O[C@@H]2[C@@H](CO)O1)NCc1ccccn1 | 12 | .
COc1ccc(NC(=O)N(C)C[C@H]2Oc3c(NS(=O)(=O)c4cccs4)cccc3C(=O)N([C@H](C)CO)C[C@H]2C)cc1 | 7 | .
COc1ccc(NC(=O)COc2ccc(CO)cc2OC)cc1 | 9 | -1
C[C@@H]1CN([C@@H](C)CO)C(=O)Cc2cc(NS(C)(=O)=O)ccc2O[C@@H]1CN(C)S(=O)(=O)c1ccc(Cl)cc1 | . | -7
O=C(NCc1ccco1)C1CCC(N2C(=O)C3C4CCC(C4)C3C2=O)CC1 (configuration not stated) | -2 | 0
ON=C(Cc1ccccc1)Cc1ccccc1 | . | -3
CC(C)NC(=O)Nc1cccc2c1O[C@H](CN(C)S(=O)(=O)c1cn(C)cn1)[C@H](C)CN([C@H](C)CO)C2=O | 4 | .
CC(C)NC(=O)N(C)C[C@H]1Oc2ccc(NC(=O)Cc3cn(C)c4ccccc34)cc2C(=O)N([C@H](C)CO)C[C@@H]1C | -1 | -1
C[C@@H]1CCCCO[C@H](CN(C)C(=O)Cc2ccccc2)[C@@H](C)CN([C@@H](C)CO)C(=O)c2cc(NC(=O)Nc3ccc(F)cc3)ccc2O1 | -38 | .
C[C@@H]1CN([C@@H](C)CO)C(=O)c2cccc(NS(=O)(=O)c3ccccc3)c2O[C@H]1CN(C)C | 3 | .
COc1ccc(Nc2nc(N)nc(CSc3nccn3C)n2)cc1 | 32 | 10

New compounds follow:
molecule	p53 PUMA act	STK33 inh
Cc1noc(C)c1NC(=O)N(C)C[C@H]1OCCCC[C@@H](C)Oc2ccc(NC(=O)CCC(F)(F)F)cc2C(=O)N([C@@H](C)CO)C[C@@H]1C	10	.
Cc1c(CCC(=O)O)c(=O)oc2cc(OCc3cccc(Cl)c3)ccc12	-4	-6
C[C@@H]1CN([C@H](C)CO)C(=O)Cc2cc(NS(=O)(=O)c3ccccc3)ccc2O[C@H]1CN(C)S(C)(=O)=O	.	2
CCCCCCCCc1ccc(-c2ccc(C(=O)O)cc2)cc1	9	.
O=C(O)c1cccc(CSc2nc(-c3ccc(Cl)cc3)cc(C(F)(F)F)n2)c1	14	-2
C[C@@H]1CCCCO[C@@H](CN(C)CC2CC2)[C@@H](C)CN([C@H](C)CO)C(=O)c2cc(NC(=O)CCCN(C)C)ccc2O1	2	-3
C[C@@H]1CN([C@@H](C)CO)C(=O)c2cc(C#Cc3ccccn3)cnc2O[C@H]1CN(C)C(=O)c1cnccn1	17	.
COc1ccc(-c2cnc3c(c2)C(=O)N([C@H](C)CO)C[C@H](C)[C@H](CN(C)Cc2ccncc2)O3)cc1	4	-1
C[C@H](CO)N1C[C@H](C)[C@H](CN(C)S(C)(=O)=O)Oc2c(NC(=O)Nc3ccc4c(c3)OCO4)cccc2C1=O	7	.
CNC[C@@H]1Oc2cc(C3=CCCC3)ccc2S(=O)(=O)N([C@@H](C)CO)C[C@H]1C	-1	.
NC(=O)CSc1nc(-c2ccccc2)nc2sc3c(c12)CCCC3	17	0
COc1cc(-c2nnc(SCC(=O)c3ccc(Cl)cc3)n2-c2ccccc2)cc(OC)c1OC	18	-1
COc1cc(C(=O)NCc2cccnc2)c([N+](=O)[O-])cc1OC	2	1
C[C@H](CO)N1C[C@H](C)[C@H](CN(C)S(=O)(=O)c2cccs2)Oc2ccc(NC(=O)Cn3cnnn3)cc2C1=O	0	3
C[C@H]1CCCCO[C@@H](CN(C)Cc2ccc(C(=O)O)cc2)[C@@H](C)CN([C@@H](C)CO)C(=O)c2cc(NC(=O)c3ccncc3)ccc2O1	4	.
CC(C)CC1NC(=O)C(CC(C)C)N(O[C@@H]2O[C@H](COC(=O)CCC(=O)O)[C@@H](O)[C@H](O)[C@H]2O)C1=O (some centres not stated)	.	-3
CC(C)NC(=O)Nc1ccc2c(c1)C(=O)N([C@@H](C)CO)C[C@H](C)[C@@H](CN(C)Cc1ccc(C(=O)O)cc1)OCCCC[C@H](C)O2	6	.
C[C@@H]1CN([C@H](C)CO)C(=O)c2cccc(NC(=O)c3cnccn3)c2O[C@H]1CN(C)C(=O)Nc1ccc(F)cc1	16	.
Cc1ccn2cc(-c3cccc(NS(=O)(=O)c4cccc([N+](=O)[O-])c4)c3)nc2c1	170*	2
COc1ccc(NC(=O)Nc2ccc3c(c2)CC(=O)N([C@H](C)CO)C[C@H](C)[C@H](CN(C)Cc2ccncc2)O3)cc1	.	-1
C[C@H](CO)N1C[C@H](C)[C@H](CN(C)C(=O)c2ccccc2)OCCCC[C@H](C)Oc2ccc(NS(C)(=O)=O)cc2C1=O	6	.
C[C@H](CO)N1C[C@H](C)[C@H](CN(C)C(=O)NC2CCCC2)OCc2cn(nn2)CCCC1=O	.	-3
C[C@H]1CN([C@@H](C)CO)C(=O)c2cc(NS(=O)(=O)c3cccs3)ccc2O[C@H]1CN(C)Cc1ccc(Cl)c(Cl)c1	.	0
C[C@@H]1CN([C@H](C)CO)C(=O)c2cccc(NS(=O)(=O)c3cn(C)cn3)c2O[C@H]1CN(C)Cc1ccc2c(c1)OCO2	0	.
C[C@@H]1CN([C@H](C)CO)C(=O)c2cccc(NC(=O)Nc3cccc4ccccc34)c2O[C@@H]1CN(C)C(=O)Nc1ccc(C(F)(F)F)cc1	-11	.
Cc1cc(C(=O)NCCCn2ccnc2)cs1	-9	1
O=C(Nc1cccc2ccccc12)C1CCCN1S(=O)(=O)c1ccccc1 (configuration not stated)	-15	3
C[C@@H]1CN([C@@H](C)CO)C(=O)c2cccc(NS(=O)(=O)c3ccc(Cl)cc3)c2O[C@@H]1CN(C)S(=O)(=O)c1cccs1	-1	.
C[C@@H]1CN([C@H](C)CO)C(=O)Cc2cc(NS(=O)(=O)c3ccc(Cl)cc3)ccc2O[C@H]1CN(C)Cc1ccc2c(c1)OCO2	.	10
NS(=O)(=O)c1ccc(CCNC(=O)c2cc(-c3cccs3)nc3ccccc23)cc1	6	2
C[C@@H]1CN([C@H](C)CO)C(=O)Cc2cc(NC(=O)Nc3ccccc3)ccc2O[C@@H]1CN(C)C	.	2
C[C@H](CO)N1C[C@H](C)[C@@H](CN(C)Cc2ccc(Cl)c(Cl)c2)Oc2ccc(NC(=O)c3ccncc3)cc2C1=O	.	0

Shown with each value named: part of the list above.
SMILES: Cc1ccc(N(CC(=O)O)S(C)(=O)=O)cc1C
  p53 PUMA act: 8 | STK33 inh: -1

SMILES: COc1ccc(NC(=O)Nc2ccc3c(c2)C(=O)N([C@@H](C)CO)C[C@@H](C)[C@H](CN(C)C(=O)Nc2ccc(C(F)(F)F)cc2)O3)cc1
  p53 PUMA act: . | STK33 inh: 0

(next part)
molecule	p53 PUMA act	STK33 inh
CC(NC(=O)Cn1cc(Br)c([N+](=O)[O-])n1)c1ccccc1 (configuration not stated)	9	-1
O=C(CC1(O)C(=O)Nc2ccc([N+](=O)[O-])cc21)c1ccccc1 (configuration not stated)	-9	-1
COC(=O)C1=CO[C@@H](O[C@@H]2O[C@H](CO)[C@@H](O)[C@H](O)[C@H]2O)[C@H]2[C@@H]1[C@H](OC(=O)/C=C/c1ccc(O)cc1)C[C@]2(C)OC(C)=O	-6	-1
COc1cc2c(cc1NC(=O)CSc1nnc(N)s1)oc1ccccc12	117*	10
CCn1c(=O)c(C(=O)NCC2CCCO2)c(O)c2ccccc21 (configuration not stated)	26	7
C[C@H]1CN([C@@H](C)CO)C(=O)CCCn2nncc2CO[C@@H]1CN(C)C(=O)Nc1ccc(-c2cccs2)cc1	.	-2
Cc1noc(C)c1NC(=O)N(C)C[C@@H]1Oc2ccc(NS(=O)(=O)c3cn(C)cn3)cc2CC(=O)N([C@@H](C)CO)C[C@H]1C	11	.
CC1CC(=O)c2cc(O)c(O)cc2C1 (configuration not stated)	-11	-9
C[C@@H]1CN([C@H](C)CO)C(=O)Cc2cc(N(C)C)ccc2O[C@H]1CN(C)S(=O)(=O)c1ccc(Cl)cc1	.	-3
O=C1CCCN2N=C(SCC(=O)c3ccc(Cl)cc3)SC2=N1	3	.
COc1ccc(S(=O)(=O)N(C)C[C@H]2Oc3c(NC(=O)c4ccc(-c5nccs5)cc4)cccc3C(=O)N([C@H](C)CO)C[C@@H]2C)cc1	7	.

Compound activity deposited in PubChem BioAssay by Broad Institute.
